High-throughput results (PubChem)
Bim-Bcl-XL: disrupts Bim peptide binding to human Bcl-XL; Q07817; bead flow cytometry, fluorescence; inhibition, % at 10 µM; hit rate 0.04% among 190,000
Target sequence (Q07817 whole entry, looked up): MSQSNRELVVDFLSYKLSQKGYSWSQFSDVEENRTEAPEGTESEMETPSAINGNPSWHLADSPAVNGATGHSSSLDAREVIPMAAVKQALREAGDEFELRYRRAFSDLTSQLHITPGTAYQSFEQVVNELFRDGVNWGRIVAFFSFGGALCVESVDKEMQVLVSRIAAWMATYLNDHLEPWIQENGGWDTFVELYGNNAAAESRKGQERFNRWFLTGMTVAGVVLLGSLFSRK
Bcl-2 Bim block: human Bim-Bcl-2 interaction inhibition. P10415. Bead-based flow cytometry, Bim peptide-Bcl-2 binding. inhibition, % at 10 µM. hit rate 0.06% among 190,000. AID 950; in the data active means inhibition above about 40%; inconclusive means no clear call, values can overlap the other calls;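 further: 0% = no compound wells with probe peptide and 100% = reference peptide inhibitor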
Target sequence (P10415 whole entry, looked up): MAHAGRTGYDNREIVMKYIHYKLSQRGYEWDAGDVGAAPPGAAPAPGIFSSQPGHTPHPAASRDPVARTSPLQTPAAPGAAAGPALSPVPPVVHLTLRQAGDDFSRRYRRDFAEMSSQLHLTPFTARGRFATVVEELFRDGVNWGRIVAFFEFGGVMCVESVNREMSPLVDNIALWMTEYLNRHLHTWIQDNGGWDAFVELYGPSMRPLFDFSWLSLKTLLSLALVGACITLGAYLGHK
RGS4-Gao reg: human RGS4-Galphao interaction regulation; binding response (% of control), % at 10 µM; P09471; AID 1415; hit rate 0.33% among 220,000; Multiplexed bead flow cytometry, RGS4-Galphao binding; actives lie on both sides; in the data active means binding response below about 49% or above about 150%; inactive means in between;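 further: fluorescent Galphao activated with aluminum fluoride binding bead-coupled RGS4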
Target sequence (P09471 whole entry, looked up): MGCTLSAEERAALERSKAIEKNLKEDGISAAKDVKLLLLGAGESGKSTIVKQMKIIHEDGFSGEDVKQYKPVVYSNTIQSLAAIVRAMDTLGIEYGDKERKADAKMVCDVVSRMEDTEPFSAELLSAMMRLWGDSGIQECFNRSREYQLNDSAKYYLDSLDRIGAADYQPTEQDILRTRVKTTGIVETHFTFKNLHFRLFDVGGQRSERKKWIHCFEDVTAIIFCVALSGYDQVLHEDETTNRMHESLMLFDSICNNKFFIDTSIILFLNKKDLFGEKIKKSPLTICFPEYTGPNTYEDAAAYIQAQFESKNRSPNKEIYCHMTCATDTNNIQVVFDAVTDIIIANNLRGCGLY
RGS8-Gao: human RGS8-Galphao interaction regulation; multiplexed bead flow cytometry, RGS8-Galphao binding; actives lie on both sides; hit rate 0.34% among 220,000; AID 1423; response (percent of control binding), % at 10 µM; in the data active means response below about 60% or above about 140%; inactive means in between;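 further: Galphao activated as the GDP aluminium fluoride complex binding bead-coupled RGS8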
Bim-Bcl-B: human Bim-Bcl-B interaction inhibition | Q9HD36 | bead-based flow cytometry, Bim peptide-Bcl-B binding | inhibition, % at 10 µM | hit rate 0.073% among 190,000 | AID 951;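 further: 0% = tracer peptide without compound and 100% = reference inhibitor peptide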
Target sequence (Q9HD36 whole entry, looked up): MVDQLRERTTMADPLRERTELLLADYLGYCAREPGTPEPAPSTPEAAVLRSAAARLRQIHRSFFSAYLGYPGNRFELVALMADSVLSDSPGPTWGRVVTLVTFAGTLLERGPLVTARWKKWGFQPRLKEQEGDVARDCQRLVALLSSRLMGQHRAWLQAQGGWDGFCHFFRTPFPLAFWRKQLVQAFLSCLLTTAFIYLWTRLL
Bcl-W Bim block: disrupts Bim peptide binding to human Bcl-W. Q92843. bead-based flow cytometry. inhibition, % at 10 µM. hit rate 0.02% among 190,000. AID 952;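 further: 0% = bound tracer without compound and 100% = peptide blocker; higher means less fluorescent Bim peptide bound to Bcl-W beads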
Mcl-1 Bim block: human Bim-Mcl-1 interaction inhibition | Q07820 | Bead-based flow cytometry, Bim peptide-Mcl-1 binding | inhibition, % at 10 µM | hit rate 0.1% among 190,000 | AID 1009;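 further: 0% = no compound tracer wells and 100% = peptide blocker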
ABCB1 block: human ABCB1 inhibition, ABCG2 as counter-screen | P08183 | CCRF-Adr cells, JC-1 efflux, flow cytometry | inhibition, % at 6.6 µM | hit rate 0.067% among 190,000 | AID 1326; in the data active means inhibition above about 40%;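 further: 0% = vehicle and 100% = reference inhibitor; higher value means more JC-1 retained so stronger ABCB1 efflux block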
RGS7-Gao reg: regulators of human RGS7-Galphao interaction | hit rate 0.35% among 220,000 | AID 1439 | Multiplexed bead flow cytometry, RGS7-Galphao binding; actives lie on both sides | P09471 | binding response (% of control), % at 10 µM; in the data active means binding response below about 49% or above about 150%; inconclusive means no clear call, values can overlap the other calls; inactive means in between;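 further: fluorescent Galphao held in activated GDP-AlF4 state binding bead-coupled RGS7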
ABCG2 inh: inhibitors of human ABCG2 transporter, ABCB1 counter-screen; Q9UNQ0; IgMXP3 cells, JC-1 efflux, flow cytometry; inhibition, % at 6.6 µM; hit rate 0.1% among 190,000;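 active means inhibition above 80%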;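 further: 0% = DMSO and 100% = nicardipine control wells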
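Measure – % inhibition of efflux relative to nicardipine and DMSO · Test system – ABCG2 IgMXP3 and barcoded ABCB1 CCRF-Adr cell mix · Control set – nicardipine as high control, DMSO as low control · Compound – one concentration, 6.6 µM final · Signal – flow cytometry of retained JC-1 fluorescence · Timing – 10 min exposure at 25 °C with rotation, no wash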
Bim-Bfl-1: human Bim-Bfl-1 interaction inhibition | Q16548 | Bead-based flow cytometry, Bim-Bfl-1 binding inhibition | inhibition, % at 10 µM | hit rate 0.12% among 190,000;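 further: 0% = wells without compound plus tracer and 100% = blocker peptide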
* hit, by the source's call; ? = inconclusive. Unless noted, no stated cut-off is given here; in the data, active means inhibition above about 40%.

no. | SMILES | Bim-Bcl-XL | RGS7-Gao reg | ABCB1 block | Bcl-W Bim block | Mcl-1 Bim block | RGS8-Gao | ABCG2 inh | Bim-Bcl-B | RGS4-Gao reg | Bim-Bfl-1 | Bcl-2 Bim block
1 | c1ccc([C@H]2CC3C[C@@H](c4ccccc4)N2O3)cc1 | 0 | 100 | 0.8 | -1 | -2 | 103 | 2 | -2 | 104 | -1 | -2
2 | COc1ccc(CCN=C(NS(=O)(=O)c2ccccc2)c2ccccc2)cc1OC | -2 | 103 | 0.1 | -1 | 0 | 100 | 2 | 0 | 99 | -4 | -1
3 | COc1ccc2c(c1)oc(=O)c1c3ccccc3[nH]c21 | 0 | ? | -0.1 | 2 | 3 | 98 | 1 | 0 | 98 | -3 | 0
4 | CCN(CC)S(=O)(=O)c1ccc(Cl)c(C(=O)Nc2cc(C)nn2-c2ccccc2)c1 | -5 | 99 | 1.0 | -1 | 0 | 105 | 4 | -2 | 103 | -18 | -11
5 | COc1cnc(-c2ccccn2)nc1Sc1ccc(C)cc1 | 0 | 96 | -1.4 | 4 | 0 | 82 | -2 | -4 | 100 | -2 | -6
6 | OCC1CCCN(c2ncnc3scc(-c4ccccc4)c23)C1 (stereo not drawn) | -1 | 100 | 0.1 | 0 | -2 | 104 | 5 | -3 | 97 | -6 | -9
7 | Cc1cccc(N(C)C(=O)c2cc3cc4ccc(C)cc4nc3o2)c1 | -10 | 98 | 2.1 | -6 | -2 | 99 | 45 | -10 | 96 | -18 | -11
8 | O=c1oc2ccccc2c2[nH]ccc12 | -2 | 105 | 1.4 | -2 | -3 | 105 | 14 | 2 | 106 | 4 | -1
9 | CCC(C)NC(=O)c1c(C)cc(=O)oc1C (stereo not drawn) | -5 | 100 | 0.2 | -1 | 0 | 101 | 0 | 1 | 100 | -1 | 0
10 | NC(=O)[C@@H]1CCCN1Cc1nc(Cc2cccc(C(F)(F)F)c2)no1 | -5 | 107 | 1.5 | -2 | 0 | 103 | 10 | -4 | 100 | -6 | -3
11 | Cc1cccc2cc(CN(Cc3cccs3)S(=O)(=O)c3ccc4c(c3)OCCO4)c(=O)[nH]c12 | -7 | 103 | 4.5 | -6 | -3 | 102 | 22 | -9 | 99 | -8 | -5
12 | CC(C)(C)c1ccc(C(=O)C2CCCN(C(=O)CN3CCCC3=O)C2)cc1 (stereo not drawn) | -2 | 97 | 1.8 | -4 | -2 | 100 | 4 | -3 | 100 | -4 | -4
13 | O=C(Nc1ccc(Cl)cc1)Nc1nc(-c2sccc2Br)cs1 | -2 | 107 | -0.3 | -2 | -1 | 107 | 0 | -3 | 108 | 0 | -1
14 | OCCC1CN(Cc2cccc3nonc23)CCN1C1CCCCC1 (stereo not drawn) | -4 | 97 | 0.0 | -4 | -2 | 102 | -1 | -5 | 100 | -5 | -1
15 | Cc1onc(-c2ccccc2Cl)c1C(=O)N1CCc2ccccc2C1 | -1 | 91 | 0.8 | -1 | -3 | 95 | 2 | -2 | 93 | -2 | 0

Another view of 10 compounds above.
1. c1ccc([C@H]2CC3C[C@@H](c4ccccc4)N2O3)cc1
2. COc1ccc(CCN=C(NS(=O)(=O)c2ccccc2)c2ccccc2)cc1OC
3. COc1ccc2c(c1)oc(=O)c1c3ccccc3[nH]c21
4. CCN(CC)S(=O)(=O)c1ccc(Cl)c(C(=O)Nc2cc(C)nn2-c2ccccc2)c1
5. COc1cnc(-c2ccccn2)nc1Sc1ccc(C)cc1
6. OCC1CCCN(c2ncnc3scc(-c4ccccc4)c23)C1 (stereo not drawn)
7. Cc1cccc(N(C)C(=O)c2cc3cc4ccc(C)cc4nc3o2)c1
8. O=c1oc2ccccc2c2[nH]ccc12

| Screen / compound no. | 1 | 2 | 3 | 4 | 5 | 6 | 7 | 8 |
| --- | --- | --- | --- | --- | --- | --- | --- | --- |
| Bim-Bcl-XL | 0 | -2 | 0 | -5 | 0 | -1 | -10 | -2 |
| RGS7-Gao reg | 100 | 103 | ? | 99 | 96 | 100 | 98 | 105 |
| ABCB1 block | 0.8 | 0.1 | -0.1 | 1.0 | -1.4 | 0.1 | 2.1 | 1.4 |
| Bcl-W Bim block | -1 | -1 | 2 | -1 | 4 | 0 | -6 | -2 |
| Mcl-1 Bim block | -2 | 0 | 3 | 0 | 0 | -2 | -2 | -3 |
| RGS8-Gao | 103 | 100 | 98 | 105 | 82 | 104 | 99 | 105 |
| ABCG2 inh | 2 | 2 | 1 | 4 | -2 | 5 | 45 | 14 |
| Bim-Bcl-B | -2 | 0 | 0 | -2 | -4 | -3 | -10 | 2 |
| RGS4-Gao reg | 104 | 99 | 98 | 103 | 100 | 97 | 96 | 106 |
| Bim-Bfl-1 | -1 | -4 | -3 | -18 | -2 | -6 | -18 | 4 |
| Bcl-2 Bim block | -2 | -1 | 0 | -11 | -6 | -9 | -11 | -1 |

9. CCC(C)NC(=O)c1c(C)cc(=O)oc1C (stereo not drawn)
10. NC(=O)[C@@H]1CCCN1Cc1nc(Cc2cccc(C(F)(F)F)c2)no1

| Screen / compound no. | 9 | 10 |
| --- | --- | --- |
| Bim-Bcl-XL | -5 | -5 |
| RGS7-Gao reg | 100 | 107 |
| ABCB1 block | 0.2 | 1.5 |
| Bcl-W Bim block | -1 | -2 |
| Mcl-1 Bim block | 0 | 0 |
| RGS8-Gao | 101 | 103 |
| ABCG2 inh | 0 | 10 |
| Bim-Bcl-B | 1 | -4 |
| RGS4-Gao reg | 100 | 100 |
| Bim-Bfl-1 | -1 | -6 |
| Bcl-2 Bim block | 0 | -3 |

(next part)
no. | SMILES | Bim-Bcl-XL | RGS7-Gao reg | ABCB1 block | Bcl-W Bim block | Mcl-1 Bim block | RGS8-Gao | ABCG2 inh | Bim-Bcl-B | RGS4-Gao reg | Bim-Bfl-1 | Bcl-2 Bim block
16 | COCCNC(=S)NNC(=O)c1ccc(-n2cnnn2)cc1 | -2 | ? | 1.0 | 0 | -2 | 101 | 2 | -15 | 102 | 0 | -1
17 | OCCN1CCN(c2nc(N3CCCCC3)nc(N3CCCCC3)n2)CC1 | 0 | 104 | 0.6 | 0 | 0 | 110 | 0 | 1 | 113 | -1 | -3
18 | Cc1noc(NC(=O)c2ccc(F)cc2)c1C#N | -3 | 102 | 0.4 | -5 | -12 | 100 | 6 | -4 | 103 | -4 | 0
19 | CCCCOC1CC(c2ccc(OCc3ccc(OC)cc3)c(OC)c2)N(C)O1 (stereo not drawn) | -1 | 111 | 0.0 | -3 | -1 | 109 | 0 | -2 | 104 | -11 | -8
20 | COc1ccc(Nc2nc(-c3c(C)nc4ncccn34)cs2)cc1 | 36 | 106 | 1.1 | 17 | 18 | 125 | 5 | 12 | 109 | 15 | 8
21 | Cc1ccc(S(=O)(=O)N2CCOCC2)cc1C(=O)Nc1ccc(-c2cn3ccsc3n2)cc1 | 0 | 98 | 1.4 | 2 | -1 | 103 | 7 | 0 | 98 | 1 | -2
22 | CCn1cc(-c2cc(C(F)(F)F)n3nc(C(=O)O)cc3n2)c(C)n1 | 0 | 102 | 0.1 | 1 | 1 | 100 | 1 | -4 | 99 | -9 | -1
23 | O=C(OCc1ccccc1)N1CCCC1/C=C/CN1CCOCC1 (stereo not drawn) | -7 | ? | 0.3 | -4 | -2 | 113 | 1 | -6 | 96 | -7 | -5
24 | Cn1c(=O)n(C/C=C/c2ccccc2)c(=O)c2c1nc1n2CCCN1c1ccc(F)cc1 | -3 | 102 | 1.4 | 0 | 0 | 100 | 6 | -6 | 102 | 0 | 0
25 | CCOc1ccc2nc(SCc3ccc(F)cc3)sc2c1 | -3 | 102 | 0.3 | -5 | -6 | 103 | 10 | -11 | 102 | -10 | -9
26 | O=C(CN1CCCC1)Nc1ccccc1Cl | -11 | 99 | 0.6 | -2 | -2 | 102 | 2 | -8 | 103 | -15 | -8
27 | O=C(CS(=O)c1ccc(F)cc1)Nc1ccccc1Cl (stereo not drawn) | 2 | 96 | -0.1 | -1 | -1 | 95 | 0 | -2 | 95 | -2 | -2
28 | CCC(=O)NNc1cc(=O)c2c(=O)n(C)c(=O)n(C)c2[nH]1 | -1 | 112 | -0.1 | 0 | 0 | 105 | 0 | 1 | 114 | 0 | 2
29 | COc1cc(CNc2ccc(O)cc2)cc(Br)c1OCc1ccccc1F | -6 | 97 | 0.5 | 4 | -3 | 98 | 42 | -9 | 98 | 10 | -3
30 | O=C(COC(=O)c1ccccc1NS(=O)(=O)c1ccc(Cl)cc1)NCc1ccccc1 | -5 | 103 | 1.2 | -3 | -4 | 104 | 2 | -4 | 104 | 0 | -5
31 | Cc1nc2c3ccccc3n(CC#N)c(=O)n2n1 | -5 | 101 | 0.3 | 0 | 0 | 101 | 1 | -6 | 102 | -6 | -6
32 | O=C(NNC(=O)c1cccnc1SCc1cccc([N+](=O)[O-])c1)c1ccccn1 | -7 | 100 | 0.6 | -6 | -5 | 100 | 9 | -13 | 104 | -17 | -10
33 | O=C(NCc1ccco1)/C(=C\c1cccs1)NC(=O)c1ccccc1 | -3 | 100 | 0.4 | -1 | 0 | 100 | 1 | -5 | 99 | -6 | -3
34 | CCOc1ccc(-c2nc(N)ncc2Oc2ccccc2Br)c(O)c1 | -6 | 99 | -0.2 | 0 | -4 | 100 | 14 | -12 | 97 | -19 | -13
35 | COC(=O)c1ccccc1NC(=O)Cn1c(SC)c(F)cnc1=O | -6 | 102 | -1.5 | 0 | -6 | 98 | 35 | -10 | 93 | -18 | -10
36 | COc1ccc(N(C(=O)COc2cccc(C)c2)S(=O)(=O)c2ccc(C)cc2)cc1 | 0 | 90 | 5.8 | 2 | 2 | 99 | 8 | 1 | 96 | 0 | 3
37 | CCSc1nnc(-c2ccncc2)o1 | -1 | 99 | 0.1 | 0 | 0 | 100 | 0 | -1 | 95 | -2 | -3
38 | CCOc1ccc(-c2nnc3ccc(SC(C)C)nn23)cc1 | -4 | 107 | 0.9 | 0 | -2 | 104 | 7 | -2 | 104 | -5 | -3
39 | Cc1cc(C)c(S(=O)(=O)Nc2cccc3nsnc23)c(C)c1 | -2 | 98 | 0.5 | -1 | -2 | 105 | 2 | 0 | 96 | 3 | 0
40 | COc1cc2cc3c(N)c(C(=O)Nc4sc(C)c(C)c4C#N)sc3nc2cc1OC | 4 | 84 | -0.1 | 2 | 5 | 91 | -1 | 2 | 82 | 1 | 4
41 | CCNC(=O)CN(c1ccccc1)S(=O)(=O)c1ccc(Cl)cc1 | -2 | 99 | 0.3 | 1 | 3 | 97 | 1 | -4 | 94 | -7 | 0
42 | O=C(Nc1ccc(Cl)c(Cl)c1)N(Cc1cccnc1)Cc1ccco1 | -8 | 100 | 0.5 | -2 | -5 | 101 | 17 | -13 | 101 | -22 | -9
43 | C=CCC(CC=C)(C(N)=O)c1ccccc1 | -4 | ? | 0.3 | 2 | 3 | 101 | -1 | -5 | 99 | -9 | -3
44 | Cc1cc(C)c2[nH]c(=O)c(CN(Cc3ccc4c(c3)OCO4)Cc3nnnn3C3CCCC3)cc2c1 | -5 | 97 | 23 | 2 | 0 | 103 | 19 | -7 | 101 | -8 | -6
45 | CC(C(=O)NCCc1nc2ccccc2[nH]1)n1cc([N+](=O)[O-])cn1 (stereo not drawn) | -4 | 103 | 0.4 | 0 | -4 | 101 | 6 | -3 | 101 | -9 | -7
